High-throughput results (PubChem)
MITF act = increases MITF-driven TRPM1 promoter luciferase signal. SK-MEL-5 TRPM1-promoter luciferase, 24 h; % of positive control, neutral wells = 0. activation, % at 12.5 µM. hit rate 0.75% among 300,000;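 active = mean activation of at least 80% with every replicate also reaching 80%; inconclusive = mean reaches 80% but some replicate falls short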;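 also: 0% = neutral control wells and 100% = parthenolide positive control wells; values of inactives mirror those of a sister screen read the other way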
HTR5A ag ctr = activates human HTR5A in OPRM1-OPRD1 agonist counter-screen | P47898 | HTR5A agonist assay, luminescence, cell-based | activation, % at 9.3 µM | hit rate 0.61% among 340,000; in the data active = activation mostly above about 9.5%, no sharp cut-off; inactive = mostly below about 7.6%;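 also: 0% = cells with vehicle only and 100% = reference agonist; strong numbers were not always called active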
SR-BI DiI-HDL act = activators of SR-BI mediated HDL lipid uptake | CHO ldlA[mSR-BI] cells, DiI-HDL uptake fluorescence, 3 h; 100 = double the neutral-control signal | activation, % at 12.5 µM | hit rate 0.096% among 320,000 | AID 504775;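 active = mean replicate activation of at least 60% and every replicate at or above 60%; inconclusive = mean or all-replicate condition met, but not both; inactive = mean below 60% and not all replicates reaching 60%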;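 also: 0% = median plate neutral-control signal and 100% = twice that signal; values of inactives mirror those of a sister screen read the other way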
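Material: SR-BI-overexpressing, LDLR-lacking CHO cells | Dosing: Single compound concentration, delivered by pin transfer | Probe or stimulus: Labelled HDL, 10 µg/mL | Signal: Bottom-read cell fluorescence after medium removal, ex 550/em 595 nm | Schedule: 3 h, 37 °C | Evaluation: HDL uptake via cellular fluorescence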
PvdQ acylase = P. aeruginosa PvdQ acylase inhibition | purified PvdQ acylase, fluorescence plate reader | inhibition, % at 10 µM | hit rate 0.063% among 340,000 | AID 488965; in the data active = inhibition above about 30%, passing the limit was not always enough; inconclusive = no clear call, values can overlap the other calls;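 also: 0% = vehicle neutral wells and 100% = reference inhibitor wells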
dFosB act = mouse delta FosB homodimer activation. P13346. purified delta FosB, TAMRA-CDK5 oligo fluorescence polarization; percent of positive-control signal above neutral wells. activation, % at 25 µM. hit rate 0.99% among 340,000. AID 493131;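 active = mean activation above about 17%, with every replicate also reaching it, limit read from the data, passing the limit was not always enough; inconclusive = only one of the two conditions met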;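 also: fluorescence polarization rise as delta FosB binds a TAMRA Cdk5 AP-1 oligo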
Wnt act = Wnt/beta-catenin pathway activation; hit rate 1.2% among 300,000; activation, % at 9.35 µM; Wnt/beta-catenin reporter cell assay, activator, plate reader; in the data active = activation above about 30%, passing the limit was not always enough; inconclusive = no clear call, values can overlap the other calls;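 also: 0% = neutral control wells and 100% = positive control wells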
SR-BI DiI inh = inhibitors of mouse SR-BI mediated HDL lipid uptake; inhibition, % at 12.5 µM; Q61009; ldlA[mSR-BI] CHO cells, DiI-HDL uptake fluorescence, 3 h; hit rate 0.96% among 320,000;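 active = mean replicate inhibition of at least 70% and a set share of replicates each scoring 70 or more; inconclusive = meets just one of the two criteria; inactive = fails both criteria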;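 also: 0% = median of neutral control wells and 100% = median of positive control wells; values of inactives mirror those of a sister screen read the other way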
Target sequence (Q61009 whole entry, looked up): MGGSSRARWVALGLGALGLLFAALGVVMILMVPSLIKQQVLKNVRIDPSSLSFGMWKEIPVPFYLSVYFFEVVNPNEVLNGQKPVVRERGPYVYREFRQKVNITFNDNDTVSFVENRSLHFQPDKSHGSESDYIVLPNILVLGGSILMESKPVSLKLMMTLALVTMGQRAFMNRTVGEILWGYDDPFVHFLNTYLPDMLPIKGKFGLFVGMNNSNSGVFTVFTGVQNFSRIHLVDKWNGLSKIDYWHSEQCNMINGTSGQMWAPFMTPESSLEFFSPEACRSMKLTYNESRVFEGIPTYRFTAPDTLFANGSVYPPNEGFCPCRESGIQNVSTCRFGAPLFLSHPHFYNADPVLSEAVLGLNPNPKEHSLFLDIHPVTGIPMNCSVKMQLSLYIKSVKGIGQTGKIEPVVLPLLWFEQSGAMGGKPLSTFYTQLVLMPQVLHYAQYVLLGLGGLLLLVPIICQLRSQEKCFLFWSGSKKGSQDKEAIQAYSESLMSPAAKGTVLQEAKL
RTF Ca sens act = increases calcium sensitivity of human cardiac regulated thin filaments. IANBD-labeled TnC RTF fluorescence at EC20 calcium; 0% EC20 calcium, 100% full calcium. hit rate 0.24% among 340,000. AID 493008. activation, % at 7.2 µM. P19429+P45379;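 active = activation above the mean over all tested compounds plus 3 SD, cut at about 30% in these data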;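 also: rise in fluorescence read as greater calcium sensitivity of cardiac thin filaments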
Rtt109 HAT inh = inhibitors of Candida albicans Rtt109/Vps75 histone acetyltransferase; purified Rtt109/Vps75, ThioGlo CoA-SH fluorescence, 4 h; hit rate 0.16% among 330,000; inhibition, % at 34.9 µM; AID 540336;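 active = inhibition of at least 50% in every replicate; inconclusive = best replicate reaches 50% inhibition but some replicates fall short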
Target sequence (Q5AAJ8 whole entry, looked up): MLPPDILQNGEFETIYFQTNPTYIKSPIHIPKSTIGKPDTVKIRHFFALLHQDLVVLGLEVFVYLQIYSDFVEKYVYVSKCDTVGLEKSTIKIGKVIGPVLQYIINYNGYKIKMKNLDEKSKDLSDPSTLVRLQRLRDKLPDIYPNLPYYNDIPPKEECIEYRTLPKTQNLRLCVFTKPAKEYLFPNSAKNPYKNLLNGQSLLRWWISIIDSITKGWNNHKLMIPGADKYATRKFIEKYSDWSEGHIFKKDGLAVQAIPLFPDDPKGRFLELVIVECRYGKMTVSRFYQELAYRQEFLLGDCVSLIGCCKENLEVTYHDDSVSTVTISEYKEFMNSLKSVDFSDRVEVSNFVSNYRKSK
CDK5 inh = inhibitors of human CDK5/p35 kinase; AID 488839; Recombinant CDK5/p35, ADP-Glo luminescence, 60 min; hit rate 0.01% among 330,000; inhibition, % at 10 µM; Q00535+Q15078;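 active = highest replicate inhibition of at least 50% and at least 75% of replicates reaching 50%; inconclusive = only one of the two criteria met; inactive = both criteria failed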;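 also: plate controls were DMSO neutral control for no effect and GW8510 at 10 µM for full effect; many of its hits are not listed in these tables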
* hit, by the source's call; u = inconclusive; x = not tested or not shown. Hits appear at their usual frequency, and some 4.4% of all compounds hit somewhere here.

Every second line gives: MITF act	HTR5A ag ctr	SR-BI DiI-HDL act	PvdQ acylase	dFosB act	Wnt act	SR-BI DiI inh	RTF Ca sens act	Rtt109 HAT inh	CDK5 inh
- Cc1ccnc(NC(=O)c2ccc(Cl)c(S(=O)(=O)N3CCCC3)c2)c1
 : 46	-5	-2	-7	-12	11	2	5	-2	3.4
- CCCCCN(C(=O)CCC(=O)OCCOc1ccc(OC)cc1)c1c(N)n(CCCC)c(=O)[nH]c1=O
 : -8	2	-38	-9	-7	x	38	-5	11	2.1
- CCC(NC(=O)c1ccc([N+](=O)[O-])cc1[N+](=O)[O-])c1ccccc1 (stereo not drawn)
 : -15	2	0	14	-6	x	0	-16	15	1.0
- Cc1ccc(S(=O)(=O)Cn2nnnc2C(C(C)C)N2CCSCC2)cc1 (stereo not drawn)
 : -7	0	9	-17	-6	-4	-9	9	x	-1.0
- CC1CCCC(NC(=O)c2ccc(COc3ccccc3)o2)C1C (stereo not drawn)
 : -2	9	-15	-4	-11	0	15	-6	1	1.3
- Oc1ccc2ccccc2c1N=Nc1ccc(F)cc1
 : -12	-3	-3	-4	104*	7	3	13	-4	1.5
- O=C(O)/C=C\C(=O)Nc1ccc(OC(F)F)cc1
 : 3	1	13	0	-1	-2	-13	3	1	-0.2
- CC1=C(C(=O)Nc2ccccc2)C(c2ccc(Cl)cc2)n2c(s/c(=C/c3cccc(OCC(=O)O)c3)c2=O)=N1 (stereo not drawn)
 : -1	-3	0	0	-1	-2	0	2	u	-3.8
- COc1ccc(OC)c(C(=O)COC(=O)c2ccc([N+](=O)[O-])o2)c1
 : -22	3	3	3	-5	1	-3	-5	0	0.3
- CCc1sc(-c2c(C#N)c(N)nc3c2CCCCCC3)cc1[N+](=O)[O-]
 : -8	2	-20	5	-5	-8	20	-2	-2	0.9
- COCCN(CCOC)S(=O)(=O)c1ccc(Cl)nc1
 : 1	-2	x	-1	-7	-1	x	0	-1	1.4
- Nc1c(Br)cc2oc(-c3ccccc3)nc2c1Br
 : 36	5	0	-15	8	x	0	-2	13	x
- N#Cc1cnn2c(C(F)(F)F)c3c(nc12)CCCC3
 : -8	4	7	2	-2	0	-7	4	-7	0.6
- CN(Cc1ccccc1)S(=O)(=O)c1ccc(Cl)c(C(=O)OCC(=O)NC2CCS(=O)(=O)C2)c1 (stereo not drawn)
 : -2	3	6	-14	0	-5	-6	-3	-10	0.7
- CCOC(=O)c1cc(-c2ccco2)nn1-c1ccc(C)cc1
 : 5	-4	-61	-9	-19	0	61	1	-6	-0.1
- Cc1ccc(C(=O)CCC(=O)OCc2nnc(-c3ccccc3)o2)cc1
 : 10	1	0	2	-1	-1	0	-6	-6	-0.9
- Cc1ccc(Cn2ccc(NC(=O)c3cc(-c4ccco4)on3)n2)cc1
 : -8	0	-2	-2	-9	x	2	7	-3	3.9
- O=C(O)CC(NS(=O)(=O)c1ccc(Br)cc1)c1ccco1 (stereo not drawn)
 : 12	1	20	7	3	x	-20	-1	0	-0.8
- COCCn1cnnc1SCC(=O)Nc1ccc(Br)cc1F
 : 4	-1	8	5	0	-2	-8	-2	-12	-0.2
- O=C(NCCN1C(=O)S/C(=C\c2ccc(Cl)c([N+](=O)[O-])c2)C1=O)C1=COCCO1
 : -30	-3	15	-12	-5	6	-15	-4	-7	-0.9
- COc1cc(/C=N/NC(=O)C2COc3ccccc3O2)ccc1O (stereo not drawn)
 : -4	5	x	-12	-3	-1	x	1	-12	-0.7
- N#CCCN(C(=O)COC(=O)CCN=C1NS(=O)(=O)c2ccccc21)c1ccc(F)cc1
 : 5	0	23	-5	-2	-2	-23	-4	-6	-1.1
- COc1cc(CNCCO)cc(Br)c1OCc1cccs1
 : 3	-7	9	-8	-12	x	-9	3	-1	1.0
- CC1(C)CC(=O)N(CC(=O)O)c2ccccc2S1
 : -8	-1	13	3	-3	0	-13	-3	1	0.2
- COc1ccc(/C=C2\CCOC2=O)cc1
 : 10	1	35	20	-5	x	-35	-5	-5	x
- COc1cc(N2C(=O)CSC2=S)cc(OC)c1OC
 : -6	3	18	10	-1	3	-18	-1	-5	-0.2
- CN(CCO)C(=O)CCC(=O)Nc1ccc(S(N)(=O)=O)cc1
 : -5	4	24	-3	1	-1	-24	1	-3	3.2
- CN1CCc2c(sc3c2C(=O)NC(c2ccccc2)N3)C1 (stereo not drawn)
 : 2	-5	-9	-12	-5	20	9	12	-25	0.8
- O=C(Nc1ccc(N2CCCCCC2)cc1)c1cccc(S(=O)(=O)N2CCOCC2)c1
 : -2	4	-71	-11	2	5	71*	1	0	-1.8
- CCOC(=O)Oc1ccc2c(=O)c(Oc3cc(C)cc(C)c3)coc2c1
 : -8	2	13	1	-9	x	-13	1	-4	-0.1
- OCCC1CN(Cc2cccc3c2OCO3)CCN1C1CCCCC1 (stereo not drawn)
 : 11	5	11	10	-2	-7	-11	-1	x	1.3
- CCC(=NCCc1ccc(OC)c(OC)c1)c1ccccc1O
 : 3	7	-13	9	-1	-2	13	-2	16	0.9
- CCN(CC)CCCNc1nc2cc(OC)c(OC)cc2c2nc(-c3ccccc3)nn12
 : 3	-2	17	-1	181*	4	-17	-5	1	0.4
- NC(=O)C1(N2CCCCC2)CCN(C(=O)c2ccc(C#CC3(O)CCCCC3)cc2)CC1
 : 2	-1	4	-12	-5	x	-4	-3	4	1.3
- COc1ccc(COc2ccc(S(=O)(=O)N3CCCC3)cc2C(N)=O)cc1F
 : -4	6	-38	-8	-3	-2	38	-6	5	-1.3
- CC(C)(C)NC(=O)NC(=O)COC(=O)COc1ccc2c(c1)CCC2
 : x	20*	-3	-12	-11	-3	3	-1	3	0.3
- O=C(CCc1[nH]c2ccccc2c1Sc1ccccc1)NCCO
 : 7	0	12	-6	-14	-3	-12	-1	6	0.9
- COC(=O)c1cnc2c(C(F)(F)F)cccc2c1OC
 : -10	-2	-1	0	-7	x	1	3	-4	-0.3
- O=C(COc1cccnc1[N+](=O)[O-])Nc1ncc(Cl)cc1Cl
 : 2	3	8	9	-17	-4	-8	3	-6	0.1
- COc1ccc(-c2nnc(SCC(=O)Nc3ccccc3OC)o2)cc1
 : 70	1	9	-5	0	19	-9	0	-9	0.3

Looked up above:
MITF act, `N#Cc1cnn2c(C(F)(F)F)c3c(nc12)CCCC3` = -8
PvdQ acylase, `O=C(O)/C=C\C(=O)Nc1ccc(OC(F)F)cc1` = 0
dFosB act, `CC(C)(C)NC(=O)NC(=O)COC(=O)COc1ccc2c(c1)CCC2` = -11
PvdQ acylase, `CN(CCO)C(=O)CCC(=O)Nc1ccc(S(N)(=O)=O)cc1` = -3
Rtt109 HAT inh, `COc1ccc(OC)c(C(=O)COC(=O)c2ccc([N+](=O)[O-])o2)c1` = 0
HTR5A ag ctr, `CCOC(=O)c1cc(-c2ccco2)nn1-c1ccc(C)cc1` = -4
CDK5 inh, `OCCC1CN(Cc2cccc3c2OCO3)CCN1C1CCCCC1` (stereo not drawn) = 1.3

One compound at a time, as listed above. Values in the order: MITF act | HTR5A ag ctr | SR-BI DiI-HDL act | PvdQ acylase | dFosB act | Wnt act | SR-BI DiI inh | RTF Ca sens act | Rtt109 HAT inh | CDK5 inh
Listed for CCC(=NCCc1ccc(OC)c(OC)c1)c1ccccc1O = 3 | 7 | -13 | 9 | -1 | -2 | 13 | -2 | 16 | 0.9
Listed for CC(C)(C)NC(=O)NC(=O)COC(=O)COc1ccc2c(c1)CCC2 = x | 20* | -3 | -12 | -11 | -3 | 3 | -1 | 3 | 0.3

Next section.
Every second line gives: MITF act	HTR5A ag ctr	SR-BI DiI-HDL act	PvdQ acylase	dFosB act	Wnt act	SR-BI DiI inh	RTF Ca sens act	Rtt109 HAT inh	CDK5 inh
- CC1CC(=O)N(CC(=O)Nc2cccc(F)c2)c2ccccc2S1(=O)=O (stereo not drawn)
 : 4	-1	26	-13	-7	3	-26	2	5	0.8
- CN(CC(=O)Nc1ccccc1C(F)(F)F)C(=O)c1cccc(-n2cccc2)c1
 : 2	5	-14	-7	-9	-5	14	-1	-3	-2.8
- O=C(NCc1ccc(F)cc1)C1CCN(S(=O)(=O)c2cccc3nonc23)CC1
 : -5	3	-10	-21	4	-3	10	6	-2	-1.8
- Cc1ccccc1OCCn1c(=S)[nH]c2c(N)ncnc21
 : -1	-3	-3	-15	-12	1	3	-3	-1	0.3
- CCCOc1ccc(C(=O)Nc2ccc(NC(=O)c3cccs3)cc2)cc1
 : 11	1	-5	-10	8	-1	5	-4	4	-0.9
- CCc1noc(C)c1C(=O)N1CCN(S(=O)(=O)c2ccc(Cl)s2)CC1
 : 3	-2	18	-14	4	-2	-18	-4	-5	-0.7
- O=[N+]([O-])c1cc(S(=O)(=O)N2CCCC2)ccc1O
 : -7	6	-12	3	1	x	12	-4	-9	-2.1
- Cn1cc(/C=C(\NC(=O)c2ccccc2)C(=O)N2CCOCC2)c2ccccc21
 : -26	0	32	-2	4	2	-32	-3	-3	-6.3
- Cc1cccc(C(=O)Nc2cccnc2Cl)c1
 : 19	0	13	-10	-5	2	-13	1	-1	-0.7
- O=C(COc1ccc2oc(-c3ccccc3)cc(=O)c2c1)Nc1ccccc1
 : 15	12*	10	-3	u	-2	-10	5	-12	-0.2
- Cc1nn(Cc2ccc(F)cc2)c(C)c1NC(=O)c1cccnc1Cl
 : -2	-5	-16	16	-5	-7	16	-1	-1	0.2
- N#CC1(P(=O)(c2ccccc2)c2ccccc2)CCCC1
 : x	2	x	-14	-6	-1	x	5	5	-0.2
- CS(=O)(=O)c1ccc(Cl)c(NC(=O)COC(=O)C23CC4CC(CC(C4)C2)C3)c1
 : 0	-1	15	-6	-17	-3	-15	3	2	0.5
- Cc1cccc(C(=O)OCC(=O)NC(C)CCc2ccccc2)c1 (stereo not drawn)
 : 11	-3	-1	-7	-7	-2	1	0	-9	-1.2
- S=C(NCc1ccc(Cl)cc1)Nc1ccc(Cl)cc1Cl
 : 8	1	-28	5	6	1	28	12	4	0.7
- Cc1cc(C)nc(SCCCNCc2c(F)cccc2Cl)n1
 : -2	7	9	-10	-4	2	-9	-5	-1	-0.1
- FC(F)(F)c1ccc(/C=N/n2c(COc3ccccc3)n[nH]c2=S)cc1
 : 6	-2	-2	3	-12	2	2	-8	3	1.7
- Cc1c(-c2ccccc2)sc(N)c1C(=O)N1CCOCC1
 : 3	-1	-6	6	-2	5	6	0	-53	0.1
- COc1ccc(N2C(=O)CSC2c2cccc(F)c2)c(OC)c1 (stereo not drawn)
 : 5	-1	12	-5	-11	4	-12	-3	-4	-1.0
